# Bioassay records from PubChem.
# Pf gamet viab: inhibitors of late stage P. falciparum gametocyte viability | inhibition, % at 10.9 µM | P. falciparum stage V gametocytes, ATP luminescence, 24 h | AID 743093 | 0.065% of 150,000 active;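 active means inhibition above the mean plus 3 SD of compounds within the control limits, set per campaign, cut at about 38% in these data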;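 further: 0% = DMSO wells and 100% = medium only without gametocytes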
# HRas wt GTP: modulators of GTP binding to human HRas wildtype; GST-Ras wt beads, Bodipy-FL-GTP binding, flow cytometry; actives lie on both sides; GTP binding activity, % at 10 µM; 0.14% of 190,000 active; AID 759;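 active means GTP binding activity at least 20% away from the 100% baseline, either lowered as inhibitor or raised as activator; inconclusive means flagged as likely green fluorescent, judged across all proteins in the well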;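 further: 0% = unlabeled GTP competition control and 100% = no-compound control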
# Target sequence (P01112 whole entry, looked up): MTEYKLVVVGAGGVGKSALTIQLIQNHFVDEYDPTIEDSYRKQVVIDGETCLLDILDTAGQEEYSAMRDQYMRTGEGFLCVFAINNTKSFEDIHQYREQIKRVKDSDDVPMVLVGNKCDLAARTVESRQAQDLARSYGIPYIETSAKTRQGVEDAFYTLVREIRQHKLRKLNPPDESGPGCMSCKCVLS
# Rac1 act GTP bind: modulators of GTP binding to human Rac1 activated mutant | P63000 | 0.11% of 190,000 active | percent activity (GTP binding), % at 10 µM | GST-Rac1 activated beads, fluorescent GTP binding, flow cytometry; actives lie on both sides; 100% means binding = to untreated wells;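 active means GTP binding at least 20 percentage points away from the 100% baseline, in either direction, so actives lie on both sides; inconclusive means Compound likely fluorescent itself, or too few beads counted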
# ABCG2 inh: blocks JC-1 efflux by human ABCG2 transporter; Q9UNQ0; IgMXP3 cells, flow cytometry; inhibition, % at 6.6 µM; 0.1% of 190,000 active; AID 1325;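 active means inhibition above 80%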;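 further: 0% = DMSO and 100% = nicardipine control wells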
# Target sequence (Q9UNQ0 whole entry, looked up): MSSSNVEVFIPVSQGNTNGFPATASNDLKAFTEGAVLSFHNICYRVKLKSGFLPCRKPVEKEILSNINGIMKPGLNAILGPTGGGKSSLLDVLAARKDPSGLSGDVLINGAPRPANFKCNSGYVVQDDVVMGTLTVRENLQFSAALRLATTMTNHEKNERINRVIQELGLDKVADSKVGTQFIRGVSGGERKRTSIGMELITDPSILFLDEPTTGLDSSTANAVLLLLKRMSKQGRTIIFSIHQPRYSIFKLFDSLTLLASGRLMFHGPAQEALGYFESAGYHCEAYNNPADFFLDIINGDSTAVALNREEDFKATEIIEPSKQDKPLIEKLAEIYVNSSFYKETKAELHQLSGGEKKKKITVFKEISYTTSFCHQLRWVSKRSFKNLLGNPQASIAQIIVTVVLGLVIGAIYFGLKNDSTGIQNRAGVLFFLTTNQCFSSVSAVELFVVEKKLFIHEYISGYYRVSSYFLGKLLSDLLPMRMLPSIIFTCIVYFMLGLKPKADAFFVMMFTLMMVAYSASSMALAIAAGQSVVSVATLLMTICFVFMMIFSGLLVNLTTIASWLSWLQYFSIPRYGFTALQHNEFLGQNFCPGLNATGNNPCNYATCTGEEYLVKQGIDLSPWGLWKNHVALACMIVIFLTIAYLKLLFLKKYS
#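 Assay system – ABCG2 IgMXP3 and barcoded ABCB1 CCRF-Adr cell mix · Input – 3 million cells/mL in well · Reagent – JC-1 fluorescent substrate · Compound – single test compound dose, 6.6 µM final · Timing – 10 min exposure at 25 °C with rotation, no wash · Detection – flow cytometry of retained JC-1 fluorescence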
# Rac1 wt modul: human Rac1 wildtype GTP binding, inhibitors and activators | GST-Rac1 beads, fluorescent GTP binding, flow cytometry; actives lie on both sides; 0 = cold GTP competed, 100 = untreated | GTP binding activity (% of control), % at 10 µM | 0.27% of 190,000 active | AID 757;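 active means GTP binding activity at least 20 points away from the 100% control level, either lower or higher; inconclusive means compound flagged as likely green fluorescent, judged across all proteins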
# Rab7 wt modul: alters GTP binding to wildtype dog Rab7. GST-Rab7 beads, fluorescent GTP binding, flow cytometry; actives lie on both sides; untreated = 100%, excess cold GTP = 0%. GTP binding activity (percent of control), % at 10 µM. 0.055% of 190,000 active;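 active means fluorescent GTP binding to Rab7 beads changed by at least 20 points from the 100% baseline, either direction, mostly lower; inconclusive means compound itself probably fluorescent, or too few beads counted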;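 further: median green fluorescence of bound Bodipy-FL-GTP per Rab7 bead population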
# Cdc42 wt GTP: changes GTP binding to wildtype human Cdc42 | P60953 | GST-Cdc42 beads, Bodipy-GTP binding, flow cytometry; actives lie on both sides | percent activity (GTP binding), % at 10 µM | 0.2% of 190,000 active;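 active means percent activity GTP binding at least 20 points away from the 100% baseline, either down as inhibitor or up as activator; inconclusive means compound flagged as likely green fluorescent from well-wide comparison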;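 further: median bead fluorescence of bound Bodipy-FL-GTP at 100 nM; 0% = excess unlabeled GTP control and 100% = no compound control; below 100% means less GTP binding so inhibitor and above means activator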
# Target sequence (P60953 whole entry, looked up): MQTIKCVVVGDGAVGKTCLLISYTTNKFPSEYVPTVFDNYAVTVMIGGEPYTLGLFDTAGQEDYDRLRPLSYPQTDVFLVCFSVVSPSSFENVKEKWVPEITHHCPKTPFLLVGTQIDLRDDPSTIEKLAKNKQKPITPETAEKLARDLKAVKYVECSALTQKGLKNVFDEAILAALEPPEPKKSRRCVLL
# Avidin bead fluor: compound fluoresces at 488/530 nm on avidin beads. compound fluorescence 488/530 nm, flow cytometry; hits give high values. fluorescence (KMESF) at 10 µM. 0.38% of 220,000 active; in the data active means fluorescence above about 47; further: inactives centre near 10
# GSH fluor: GSH bead compound fluorescence profile; GSH beads flow cytometry, compound fluorescence 488/530 nm; hits give high values; fluorescence (KMESF) at 10 µM; 0.25% of 190,000 active; in the data active means fluorescence above about 89;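 further: glutathione beads carrying GST-tagged Bcl family fusion proteins plus one bare bead set; values are compound well signal with DMSO vehicle wells as background; inactives centre near 16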
# ABCB1 inh: inhibitors of human ABCB1 transporter, ABCG2 counter-screen | inhibition, % at 6.6 µM | P08183 | 0.067% of 190,000 active | CCRF-Adr cells, JC-1 efflux, flow cytometry; in the data active means inhibition above about 40%;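 further: 0% = vehicle and 100% = reference inhibitor; higher value means more JC-1 retained so stronger ABCB1 efflux block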
# Rab2A wt mod: changes GTP binding to wildtype dog Rab2A, up or down; GST-Rab2 wt beads, Bodipy-GTP binding, flow cytometry; GTP binding activity, % at 10 µM; 0.19% of 190,000 active; AID 760;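 active means GTP binding activity at least 20 points away from 100%, either lowered or raised; inconclusive means signal likely due to the compound's own green fluorescence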;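 further: 0% = beads with excess unlabeled GTP and 100% = no-compound control corrected for plate trend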
# The depositor's hits bear a star; u = inconclusive; x = not tested or not shown.
SMILES,Pf gamet viab,HRas wt GTP,Rac1 act GTP bind,ABCG2 inh,Rac1 wt modul,Rab7 wt modul,Cdc42 wt GTP,Avidin bead fluor,GSH fluor,ABCB1 inh,Rab2A wt mod
COc1ccc(C)cc1S(=O)(=O)N(CC(=O)Nc1cccc([N+](=O)[O-])c1)c1ccc(C)c(C)c1,13,98,99,2,97,96,99,25,10,1.6,98
CC(=O)Nc1ccc(NC(=O)C(C)Oc2ccc(Cl)cc2Cl)cc1 (stereo not drawn),3,95,96,10,94,103,94,8,9,-0.6,95
CCOC(=O)/C(=N/O)C1=NC(C)(C)Cc2cc(C)c(C)cc21,x,100,95,0,98,103,98,10,11,-0.1,99
COc1ccccc1C/C(N)=N/OC(=O)/C=C/c1ccccc1,-4,96,93,4,96,96,95,11,21,0.6,95
O=C(CC1Sc2ccccc2NC1=O)Nc1ccccc1[N+](=O)[O-] (stereo not drawn),-10,u,u,24,u,u,u,8,13,2.0,u
COc1ccc(C2C(C(=O)N3CCN(c4ccc(OC)cc4)CC3)c3ccccc3C(=O)N2C)cc1 (stereo not drawn),x,101,97,3,100,100,100,8,38,1.9,99
c1ccc(CCNc2nc(-c3ccccn3)cs2)cc1,10,100,97,3,99,106,98,16,21,0.5,99
Cc1cc2oc(C(=O)Nc3c(C)n(C)n(-c4ccccc4)c3=O)c(C)c2cc1C,-7,103,100,7,105,100,101,6,29,1.6,100
Cc1cc(C)c(C#N)c(SCC(=O)c2cccs2)n1,14,100,99,16,103,101,101,15,9,1.1,100
CC(=O)c1c(C)nn(C(C)CC(=O)O)c1C (stereo not drawn),15,98,96,4,101,98,101,23,26,0.7,98
CCCNC(=S)Nc1ccc(Br)cc1,0,106,104,1,107,101,111,5,20,0.5,106
Cc1ccc(S(=O)(=O)N(C)C)cc1NC(=O)COC(=O)/C=C/c1cnc2ccccc2n1,11,96,96,5,95,95,95,9,15,0.5,96
CCN(CC)C(=S)SCC(=O)Nc1ccc(S(N)(=O)=O)cc1,0,97,96,1,101,93,101,14,12,0.5,96
C#CCNC(=O)C1=C[C@@H](C2CC2)C[C@@H](OCc2ccc(CO)cc2)O1,x,99,98,3,103,96,98,6,19,0.3,99
CCCOC(=O)C1=C(C)NC2=C(C(=O)CC(C)(C)C2)C1c1cccnc1 (stereo not drawn),-23,102,100,11,108,95,101,13,20,0.6,100
O=C(C1=C[C@H](c2ccc3c(c2)OCO3)C[C@H](OCc2ccc(CO)cc2)O1)N1CCOCC1,x,95,96,6,96,96,96,4,21,2.2,95
COc1cccc(C(C(=O)NC(C)(C)C)N(C(=O)CCC(=O)Nc2cc(C)on2)C(C)C)c1OC (stereo not drawn),x,96,97,0,96,96,97,29,17,0.2,94
CCC(C(=O)O/N=C(\N)c1cccc(C)c1)c1ccccc1 (stereo not drawn),x,104,99,0,103,101,103,20,13,0.0,101
CC1CN(C(=O)COC(=O)c2ccc(N)c([N+](=O)[O-])c2)CC(C)O1 (stereo not drawn),x,99,101,6,105,98,103,8,13,1.2,98
COc1ccc(S(=O)(=O)Nc2cccc(C(C)=O)c2)cc1Br,7,98,95,5,98,102,96,22,14,1.0,97
Cc1ccc(S(=O)(=O)Nc2ccccc2F)cc1C(=O)NCCCN1CCCC1=O,4,101,98,5,109,97,101,15,35,0.2,102
Cc1cccc2c(N)c3c(nc12)CCCC3 (tested in a mixture with another compound),43*,98,96,1,100,100,96,9,9,-0.1,98
CCN(C(=O)CSc1cc(C)c2ccccc2n1)c1c(N)n(Cc2ccccc2)c(=O)[nH]c1=O,-5,98,97,10,97,99,95,8,9,1.4,97
CCN(CC)CC#CCC(O)(c1ccccc1)C1CCCCC1 (stereo not drawn),22,98,95,2,97,100,94,10,11,0.9,97
N#CC(Nc1ccccc1)c1ccccc1OCc1ccccc1 (stereo not drawn),17,101,98,2,104,100,102,8,11,0.4,101

# Pulled by structure from the list above:
SMILES,Pf gamet viab,HRas wt GTP,Rac1 act GTP bind,ABCG2 inh,Rac1 wt modul,Rab7 wt modul,Cdc42 wt GTP,Avidin bead fluor,GSH fluor,ABCB1 inh,Rab2A wt mod
COc1ccccc1C/C(N)=N/OC(=O)/C=C/c1ccccc1,-4,96,93,4,96,96,95,11,21,0.6,95
Cc1cccc2c(N)c3c(nc12)CCCC3 (tested in a mixture with another compound),43*,98,96,1,100,100,96,9,9,-0.1,98
CCN(CC)C(=S)SCC(=O)Nc1ccc(S(N)(=O)=O)cc1,0,97,96,1,101,93,101,14,12,0.5,96
COc1ccc(C)cc1S(=O)(=O)N(CC(=O)Nc1cccc([N+](=O)[O-])c1)c1ccc(C)c(C)c1,13,98,99,2,97,96,99,25,10,1.6,98

# Further records.
SMILES,Pf gamet viab,HRas wt GTP,Rac1 act GTP bind,ABCG2 inh,Rac1 wt modul,Rab7 wt modul,Cdc42 wt GTP,Avidin bead fluor,GSH fluor,ABCB1 inh,Rab2A wt mod
Cc1nc(NC(=O)c2ccccc2[N+](=O)[O-])sc1C(=O)N(C)C,x,104,101,6,103,108,102,2,16,0.8,103
CC(C)C(c1nnnn1Cc1ccc2c(c1)OCO2)N1CCN(C)CC1 (stereo not drawn),2,102,103,1,103,91,101,7,15,0.2,101
O=c1[nH]c(Nc2ccc3c(c2)OCCO3)nnc1Cc1ccccc1,1,96,95,0,97,97,91,24,12,-0.1,92
O=C(CCl)NN=C(c1ccccc1)c1ccccc1,19,96,94,0,97,98,97,10,13,-0.2,99
O=C(NNC(=O)c1ccc([N+](=O)[O-])o1)c1ccccc1,7,108,101,0,105,104,109,10,19,0.0,108
COc1ccc(Br)cc1CN(C)C(=O)c1ccc2c(c1)NC(=O)C(C)S2 (stereo not drawn),x,94,95,0,96,97,93,4,10,-0.1,96
Cc1cc(C)c2nc(N3CCCN(C(=O)c4ccco4)CC3)c(C#N)cc2c1,8,95,92,-6,94,107,95,8,10,-1.2,98
COc1ccc(Cl)cc1C(=O)Nn1c(C)nc2ccccc2c1=O,x,102,101,1,103,106,103,8,16,0.3,103
CCc1cccc(C)c1NC(=S)NCC1CCN(c2ccc(OC)cc2)C1 (stereo not drawn),2,98,96,18,100,101,96,14,11,1.9,99
COc1ccc(S(=O)(=O)Cc2ccc(C(=O)NCc3ccccn3)o2)cc1,x,104,100,4,106,107,101,8,21,0.1,101
OCCc1ccc(-c2ccc(Cl)cc2)o1,x,u,u,12,u,u,u,15,15,0.8,u
CC1CCN(C(=O)CSc2nc3c(cnn3-c3ccccc3)c(=O)[nH]2)CC1,x,99,96,1,103,97,100,7,12,0.1,99
O=C(CCC(=O)c1ccccc1)Nc1cccnc1,1,102,102,1,105,100,103,5,3,0.2,101
C/C(=N\NC(=O)Cn1c(C)nc2ccccc21)c1cccs1,8,102,100,5,104,101,104,13,21,0.6,102
O=C(CN1CCOCC1)Nc1c(Cl)cc(Cl)cc1Cl,-21,97,100,5,99,98,97,6,21,0.2,97
Cc1cc(C(C)(C)C)oc1C(=O)N(CC(=O)NC1CCCC1)c1c(C)cccc1C,20,97,98,1,97,98,95,16,16,0.4,95
Cc1ccccc1S(=O)(=O)Oc1ccccc1C(=O)Oc1ccccc1,x,102,97,4,98,97,100,19,10,1.2,97
Cc1cc(C(C)(C)C)oc1C(=O)N(CC(=O)NC1CCCC1)Cc1ccccc1Cl,-15,97,94,2,98,91,96,14,27,2.5,95
Cc1cc(N/C=C\C(=O)c2ccc(Cl)c(Cl)c2)no1,9,94,91,0,95,92,95,30,12,-0.1,91
FC(F)Sc1ccc(NC(=S)NCc2ccccc2)cc1,x,97,95,7,97,91,95,9,15,0.5,97
O=S(=O)(c1ccccc1)c1cnn(-c2ccccc2)c1-c1ccc(F)cc1,8,101,98,15,108,102,100,41,21,2.1,100
Cc1oc(-c2ccc(F)cc2)nc1CN(Cc1ccccn1)CC1CCCO1 (stereo not drawn),x,100,96,3,103,104,99,10,10,0.5,100
Cc1onc(-c2ccccc2Cl)c1C(=O)NCCCN1CCOCC1,x,90,94,3,97,95,97,34,22,0.7,96
Cc1cc(N2CCOCC2)nc2ccc(NC(=O)CCC(=O)N3CCC(C)CC3)cc12,x,u,u,6,u,u,u,8,16,1.4,u
CN(c1ccc(C(=O)NCC2CCCO2)cc1)S(C)(=O)=O (stereo not drawn),19,101,101,5,105,99,104,11,25,-0.4,102
# Next results.
SMILES,Pf gamet viab,HRas wt GTP,Rac1 act GTP bind,ABCG2 inh,Rac1 wt modul,Rab7 wt modul,Cdc42 wt GTP,Avidin bead fluor,GSH fluor,ABCB1 inh,Rab2A wt mod
Cc1cc(C(=O)Nc2ncn[nH]2)ccc1[N+](=O)[O-],-21,101,100,5,104,99,106,13,11,0.1,100
Cn1c(C(=O)OC(C(=O)NC2CCCCC2)c2ccccn2)cc2sccc21 (stereo not drawn),16,100,97,2,102,98,102,8,38,1.9,99
O=C(c1ccc(F)cc1)N(NC(=O)C(O)(c1ccccc1)c1ccccc1)c1ccccc1,-11,101,97,1,101,98,97,15,9,x,99
Cc1cc(NC(=O)Cc2ccccc2)no1,7,102,99,2,105,99,101,8,17,0.2,100
Cc1ccc(S(=O)(=O)N/N=C/c2ccc(O)c(O)c2)cc1[N+](=O)[O-],x,94,93,6,95,105,97,10,14,0.9,96
O=S(=O)(c1cccs1)N1CCN(c2ccccn2)CC1,1,107,101,3,112,104,104,24,10,0.6,98
O=C(CN1C(=O)CSC1=O)Nc1ccc(N2CCOCC2)cc1,-21,98,95,0,96,97,97,18,24,0.3,97
CCOC(=O)c1c(N)sn(-c2ccccc2C)c1=S,x,95,95,1,97,95,95,3,53,0.3,95
CCCCNC(=O)COC(=O)CCC(=O)c1ccc(F)cc1,x,102,100,0,102,105,102,8,266*,-0.1,101
O=C(Cc1ccc(Cl)cc1)Nc1cccc(S(=O)(=O)Nc2ccccc2F)c1,5,99,98,-1,102,100,102,15,10,0.5,97
Cc1ccccc1OCCSc1nnc(-c2cccnc2)n1N,15,100,98,9,100,101,98,7,16,0.5,99
CCOC(=O)CS(=O)(=O)c1nc(-c2ccc(F)cc2)cc(C(F)(F)F)n1,x,101,102,6,103,108,103,13,23,0.7,102
NC(=O)NCc1cccnc1,x,96,95,-3,98,96,97,3,10,0.6,100
CCC(C)c1ccc(OCC(=O)Nc2ccc3[nH]c(=O)[nH]c3c2)cc1 (stereo not drawn),x,99,100,4,104,103,101,8,11,1.8,98
CCOC(=O)c1c(C)[nH]c(C(=O)COC(=O)C23CC4CC(CC(Cl)(C4)C2)C3)c1C,-5,100,97,6,100,95,99,4,15,1.8,96
Cn1c(-c2cccc(Br)c2)cnc1NCc1cccnc1,21,98,95,9,94,94,97,14,28,0.9,96
O=C(NNS(=O)(=O)c1ccccc1)c1cccs1,15,98,99,3,105,101,101,20,15,0.7,98
